PMI act hi M6P = activators of human phosphomannose isomerase at near-saturating mannose 6-phosphate. P34949. coupled PMI enzyme assay, resazurin fluorescence, 20 min; hits give high values; 1 = untreated enzyme, 0 = substrate-free blank. activation factor at 20 µM. 190,000 tested, 0.34% active;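 active = activation factor of 2 or more at 20 µM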
Target sequence (P34949 whole entry, looked up): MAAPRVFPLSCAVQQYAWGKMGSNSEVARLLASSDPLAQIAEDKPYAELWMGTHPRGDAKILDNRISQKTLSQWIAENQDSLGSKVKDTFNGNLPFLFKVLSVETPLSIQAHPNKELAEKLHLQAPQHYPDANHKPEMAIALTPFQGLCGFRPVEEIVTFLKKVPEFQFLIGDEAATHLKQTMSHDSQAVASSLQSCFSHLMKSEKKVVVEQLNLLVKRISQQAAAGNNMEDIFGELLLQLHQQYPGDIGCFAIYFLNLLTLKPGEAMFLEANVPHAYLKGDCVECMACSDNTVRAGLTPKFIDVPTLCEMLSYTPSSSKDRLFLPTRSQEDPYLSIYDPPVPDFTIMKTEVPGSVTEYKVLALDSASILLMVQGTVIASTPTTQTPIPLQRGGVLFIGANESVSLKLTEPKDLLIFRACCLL
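Test system: human phosphomannose isomerase with PGI, G6PDH, diaphorase coupling enzymes; amount: 15 ng/mL PMI; incubation: enzyme reaction with compound 20 min at room temperature; technique: resorufin fluorescence (Ex 544/Em 590 nm) from resazurin via diaphorase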
PMI activator = activators of human phosphomannose isomerase; 190,000 tested, 0.005% active; purified human PMI, coupled resazurin fluorescence, 20 min; hits give high values; 1 = vehicle control, 0 substrate-free wells; activation factor at 20 µM;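 active = activation factor of 2 or more at 20 µM, relative to plate controls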
G6PDH CS = inhibits Leuconostoc G6PDH, flagging false hits in G6PDH-based assays. Purified L. mesenteroides G6PDH, diaphorase/resazurin coupled fluorescence, 45 min. inhibition, % at 5 µM. 200,000 tested, 0.12% active. AID 1020; in the data active = inhibition above about 50%
Diaph act CS = diaphorase activation or chemical reduction counter-screen; AID 1229; Diaphorase/resazurin coupled assay, resorufin fluorescence, 16 min; hits give high values; 1 = vehicle wells, 0 = NADH-free wells; 190,000 tested, 0.005% active; activation factor at 20 µM;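 active = diaphorase activity raised at least twofold by the compound at 20 µM; inactive = activation factor below 2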
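Test system: Clostridium kluyveri diaphorase, purified enzyme. Buffer or medium: 50 mM HEPES pH 7.4 buffer plus MgCl2 and Tween 20. Also added: 0.114 mM NADH and 0.1 mM resazurin, final amounts. Dosing: compound 20 µM once, DMSO 1%. Schedule: 16 min enzyme reaction, ambient temperature. Detection: fluorescence of resorufin, 544 nm excitation, 590 nm emission.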
FLuc act counter = affects firefly luciferase, flagging false hits in luciferase stimulation screens; P08659; ATPlite luciferase biochemical, luminescence, 10 min; 0 = ATP-free wells, 1 = DMSO control; 200,000 tested, under 10 active; activation factor at 10 µM;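 active = luciferase activation factor, scaled between plate controls, of at least 2 with compound at 10 µM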
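Assay system: Luciferase/luciferin reagent mix; Medium: PBS as buffer for the ATP substrate; Dosing: test compounds dosed from 2 mM stocks in 100% DMSO; Times: 10 min, room temperature; Signal: luminescence from luciferase reaction; Read-out: luciferase activation; Controls: No-ATP low control, compound-free enzyme-plus-ATP high control.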
TNAP act hiacc = activators of human TNAP at high phosphate acceptor concentration; P05186; purified TNAP, CDP-star luminescence, 1 M DEA, 30 min; hits give high values; 0 = EDTA background, 1 = DMSO-only activity; activation factor at 20 µM; 200,000 tested, under 10 active;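 active = activation factor at least 2 at 20 µM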
Target sequence (P05186 whole entry, looked up): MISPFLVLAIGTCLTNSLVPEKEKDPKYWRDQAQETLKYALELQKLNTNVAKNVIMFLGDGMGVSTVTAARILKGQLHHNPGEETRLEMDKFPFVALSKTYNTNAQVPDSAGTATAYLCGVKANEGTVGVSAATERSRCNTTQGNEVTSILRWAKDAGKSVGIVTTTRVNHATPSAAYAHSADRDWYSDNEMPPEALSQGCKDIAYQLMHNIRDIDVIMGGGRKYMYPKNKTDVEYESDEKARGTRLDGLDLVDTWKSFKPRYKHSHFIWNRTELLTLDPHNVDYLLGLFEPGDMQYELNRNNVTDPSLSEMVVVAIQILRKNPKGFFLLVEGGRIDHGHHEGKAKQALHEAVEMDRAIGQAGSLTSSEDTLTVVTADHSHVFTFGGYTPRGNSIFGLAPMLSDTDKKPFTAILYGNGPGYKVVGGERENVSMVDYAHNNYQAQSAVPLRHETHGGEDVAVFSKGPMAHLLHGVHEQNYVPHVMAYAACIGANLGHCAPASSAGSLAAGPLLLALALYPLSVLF
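Assay system: human TNAP; Input: enzyme diluted 1/800 final; Reagent: CDP-star luminogenic substrate at 100 µM final; Timing: 30 min, room temperature; Signal: luminescence; Evaluation: TNAP activation factor scaled between EDTA and DMSO control wells.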
Diaph inh CS = counter-screen for diaphorase-based assays: diaphorase inhibitors and chemical oxidizers. AID 1217. diaphorase resazurin-to-resorufin fluorescence, NADH, 16 min; bacterial (C. kluyveri) enzyme, not human. 190,000 tested, 0.69% active. inhibition, % at 20 µM;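 active = primary screen inhibition at 20 µM above a set limit, cut at about 50% in these data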;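 also: plate controls were DMSO with full reaction for no effect and wells lacking NADH for full effect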
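Test system: diaphorase enzyme from Clostridium kluyveri; amount: diaphorase at 0.14 U/mL in enzyme working solution; detection: fluorescence of resorufin formed from resazurin, Ex 544/Em 590 nm; times: reaction incubation of 16 min at room temperature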
TNAP inh noacc = TNAP (human) inhibition, acceptor-free conditions | purified TNAP, CDP-star luminescence, 30 min | P05186 | inhibition, % at 20 µM | AID 1012 | 200,000 tested, 0.26% active;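 active = tissue-nonspecific alkaline phosphatase inhibition above about 50% at 20 µM in the single-dose screen, limit read from the data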;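 also: 0% = DMSO negative control and 100% = EDTA positive control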
Efa HMGR inh = E. faecalis class II HMG-CoA reductase inhibition. purified E. faecalis HMGR, NADPH absorbance 340 nm kinetic. inhibition, % at 10 µM. 190,000 tested, 0.41% active. AID 1066;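 active = inhibition above a set limit, the median over all tested compounds plus 3 SD, cut at about 9.5% in these data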;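 also: enzyme runs in reverse so mevalonate oxidation gives rising NADPH absorbance; 0% = complete reaction with DMSO and 100% = background rate lacking mevalonate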
TNAP inh hiacc = TNAP (human) inhibition, high acceptor. purified TNAP, CDP-star luminescence, 1 M DEA. inhibition, % at 20 µM. 200,000 tested, 0.03% active;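 active = over 50% inhibition of tissue-nonspecific alkaline phosphatase at 20 µM in the single-dose screen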;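 also: plate controls were DMSO wells for no effect and EDTA-quenched wells as full inhibition for full effect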
* = called active by the depositor.

Preview, 4 compounds:
SMILES	PMI act hi M6P	PMI activator	G6PDH CS	Diaph act CS	FLuc act counter	TNAP act hiacc	Diaph inh CS	TNAP inh noacc	Efa HMGR inh	TNAP inh hiacc
CCOc1ccccc1CN1CCN(Cc2cc3ccccc3[nH]2)CC1CCO (configuration not stated)	1	1	6	0.9	1.1	1	11	-2	2	-2
CC(C)(C)n1ncc2c(=O)n(CC(=O)Nc3ccc4c(c3)OCCO4)cnc21	1	1	-5	0.9	1	0.9	15	-3	-2	5
CCn1c(CNC(=O)c2ccco2)nnc1SCC(=O)c1ccccc1	1	0.9	8	0.9	1	1	5	-2	-3	1
Cc1sc2cc3c(c(C(=O)c4ccccc4)[n+]2c1C)-c1cccc2cccc-3c12	1	1	10	1	1.1	1	-2	7	-9	0

All compounds of this part, from the first entry:
SMILES	PMI act hi M6P	PMI activator	G6PDH CS	Diaph act CS	FLuc act counter	TNAP act hiacc	Diaph inh CS	TNAP inh noacc	Efa HMGR inh	TNAP inh hiacc
CCOc1ccccc1CN1CCN(Cc2cc3ccccc3[nH]2)CC1CCO (configuration not stated)	1	1	6	0.9	1.1	1	11	-2	2	-2
CC(C)(C)n1ncc2c(=O)n(CC(=O)Nc3ccc4c(c3)OCCO4)cnc21	1	1	-5	0.9	1	0.9	15	-3	-2	5
CCn1c(CNC(=O)c2ccco2)nnc1SCC(=O)c1ccccc1	1	0.9	8	0.9	1	1	5	-2	-3	1
Cc1sc2cc3c(c(C(=O)c4ccccc4)[n+]2c1C)-c1cccc2cccc-3c12	1	1	10	1	1.1	1	-2	7	-9	0
Clc1ccc(CN2CCN(/N=C/c3ccco3)CC2)cc1	0.9	0.9	4	0.9	1	1	12	4	5	0
Cc1cc(C)n2nc(SCn3nnc4ccccc4c3=O)nc2n1	1	1	12	0.8	1.1	1.1	19	-14	5	-9
O=C(NCc1ccc2c(c1)OCO2)C1CCN(c2ccc(S(=O)(=O)N3CCCC3)cc2)CC1	0.8	0.8	16	0.8	1	1.1	17	-12	3	-6
O=c1cc(O)nc(-c2ccccc2)s1	1.2	0.9	3	1.1	1	1	-7	-11	-3	-3
CCn1c(/C=C/N(C)c2ccccc2)[n+](CC)c2ccc(Cl)cc21	0.8	0.7	-17	0.9	1	1	11	-8	-6	0
O=C(NC(=S)Nn1cnnc1)c1ccccc1Cl	1	0.9	4	0.9	1.1	1	8	-2	1	2
CCN(CC)C(=O)CN1C(=O)NC2(CCc3ccccc3C2)C1=O (configuration not stated)	1.1	1.1	-2	0.9	1.1	1.1	8	-12	-1	-7
O=C(NCCC1=CCCCC1)c1ccc(F)cc1	1.1	1.1	7	1.1	0.6	1	-6	-12	2	0
C=CCn1c(C)c(C(C)=O)c(N2CCN(C(c3ccccc3)c3ccccc3)CC2)nc1=S	1	1	-5	0.7	1.1	1	27	-9	-7	0
O=C1C2CC=CCC2C(=O)N1Cc1ccccc1 (configuration not stated)	1	1	0	1.1	1.1	1	-8	-9	-2	-3
COc1ccc(S(=O)(=O)NNC(=O)c2sccc2-n2cccc2)cc1	0.9	1	14	1	1	1.1	4	-10	-6	-7
CCc1c(C)nc2ncnn2c1NCCc1ccc(Cl)cc1	1	1	-1	0.9	1	1	12	-10	-6	-3
CCOC(=O)/C(C#N)=C1\Nc2ccccc2N=C1N(CC(C)C)CC(C)C	1	0.9	16	0.8	1	0.9	18	7	-3	8
CN1CCN(C(=S)Nc2cc(S(=O)(=O)N3CCOCC3)ccc2Cl)CC1	0.9	0.9	4	0.9	1.1	1	7	-15	-7	-4
Clc1ccc2c(c1)C=Nc1c(NCc3ccccc3)ncnc1O2	1	1	4	1	1.1	1.1	1	-10	-1	-7
CC(=O)Nc1ccc(C(=O)NC(CC(=O)O)c2ccc(Cl)cc2)cc1 (configuration not stated)	0.9	0.9	8	0.9	1	1	9	0	-6	0
Cc1c(C(=O)NCC2CCCO2)sc2nc(-c3ccccc3)cn12 (configuration not stated)	1	1	7	1	0.9	1.1	-3	-22	-3	-7
O=C(Nc1ccc(F)cc1)N1CCC(c2nc3c(nnn3Cc3ccccc3Cl)c(=O)[nH]2)CC1	1	1	-4	0.8	1	1	17	-15	-4	-2
COc1cc(/C=N/S(=O)(=O)CCc2ccccc2)cc(OC)c1O	0.4	0.7	20	0.8	1.1	1	24	3	-4	0
CCc1ccc(NC(=O)C(C)Oc2nnc(-c3cccs3)c(-c3cccs3)n2)cc1 (configuration not stated)	1	0.9	2	0.9	1.1	1	14	-2	-3	-3
Cc1ccnc(N=Cc2c(O)ccc3oc4c(c23)CCCC4)c1	0.5	0.6	13	0.8	1	1	21	-15	-1	4
CCC(=O)Nc1c(S(=O)(=O)c2ccccc2)c2nc3ccccc3nc2n1Cc1ccccc1	0.6	0.7	13	0.7	1.1	1	33	-16	-8	-5
CS(=O)(=O)c1ccc2nc(NC(=O)c3cccs3)sc2c1	0.9	0.8	-19	0.8	0.1	1	16	-5	-1	-2
CCNC(=O)CC1SC(=Nc2cccc(Cl)c2C)N(C)C1=O (configuration not stated)	1.1	1	5	1.1	1	1	-10	-10	-3	-4
COc1c(O)c(O)c2oc(-c3ccccc3)cc(=O)c2c1OC	0.9	0.8	21	0.5	1	1	49	4	-4	4
Cc1ccc2c(c1C)OC(=O)CC2(C)C	1.1	1.1	1	1.1	1.1	1	-5	-11	1	-2
C/C(=N\NC(=O)c1cc(-c2cccc([N+](=O)[O-])c2)n[nH]1)c1ccccc1O	1.1	1	-8	0.9	1	1	9	-186	-2	1
CCCN(CCC)C1=CC(=[N+]2CCCC2)CC(C)(C)C1	0.9	1	9	1	1.1	1	4	-2	-1	-3
Cc1sc(NC(=O)CSc2nc(N)n(CC(=O)c3ccccc3)n2)c(C#N)c1C	0.9	0.8	-62	0.8	1.1	1	20	-4	4	3
Clc1ccc(-c2csc(N3CCN(c4ccccc4)CC3)n2)cc1	1.1	1	-1	0.9	1.1	1	10	-9	-5	0
Cc1ccc2cc3c(NC(=O)C4CCCO4)nn(CC(C)C)c3nc2c1 (configuration not stated)	0.9	0.9	4	0.9	1	1	6	-15	3	-4
Cc1cc(C)n2cc(CSc3nnc(-c4ccccc4)o3)nc2n1	1	1	12	0.8	1	1	25	-3	0	-2

Two consecutive entries out of the list so far, for reference:
SMILES	PMI act hi M6P	PMI activator	G6PDH CS	Diaph act CS	FLuc act counter	TNAP act hiacc	Diaph inh CS	TNAP inh noacc	Efa HMGR inh	TNAP inh hiacc
Cc1ccc2cc3c(NC(=O)C4CCCO4)nn(CC(C)C)c3nc2c1 (configuration not stated)	0.9	0.9	4	0.9	1	1	6	-15	3	-4
Cc1cc(C)n2cc(CSc3nnc(-c4ccccc4)o3)nc2n1	1	1	12	0.8	1	1	25	-3	0	-2

Next part.
SMILES	PMI act hi M6P	PMI activator	G6PDH CS	Diaph act CS	FLuc act counter	TNAP act hiacc	Diaph inh CS	TNAP inh noacc	Efa HMGR inh	TNAP inh hiacc
O=C(COC(=O)Cc1ccccc1[N+](=O)[O-])NC1CCCC1	0.4	0.9	4	0.9	1	1.1	13	-16	1	-7
Cc1nnc(SCc2nnc(-c3ccccc3Br)o2)n1-c1ccccc1	0.9	0.9	-21	0.8	1	1	18	-18	-3	-4
Cc1nn(-c2ccc(F)cc2)c(C)c1NS(=O)(=O)c1ccc2ccccc2c1	0.9	0.9	6	0.8	1.1	1	18	-5	0	-1
Cc1ccccc1Cn1cnc2c(oc3ccccc32)c1=O	1.1	1	5	0.9	1	1	7	-14	2	-3
N#Cc1cc2c(nc1Cl)CCCC2	1	1	21	1	1	1	-2	-8	3	-2
COc1ccc(N2Cc3cccc(C(=O)NC(C)CCc4ccco4)c3C2=O)cc1 (configuration not stated)	0.9	0.9	2	0.7	1.1	1.1	25	-15	1	-5
O=C(NCC1(c2ccccc2)CCCC1)c1cccc(Br)c1	1	0.9	7	0.9	1.1	1.1	14	-14	-2	-8
CCc1ccc2c(c1)cc(CN(C(=S)Nc1cccc(C)c1)C1CC1)c1nnnn12	1	1	4	1	1	1	2	-1	-2	2
Cc1cc(SCC(=O)Nc2ccccc2C)nc(C)n1	1	1	2	0.9	1.1	1	15	-1	-1	-4
CC(C(=O)Nc1ccccc1Oc1ccccc1)c1ccccc1 (configuration not stated)	1	1	-3	0.8	1	1	16	-10	2	-3
O=S(=O)(N1CCCCCC1)N1CCN(S(=O)(=O)N2CCCCC2)CC1	1.1	1.1	1	1.1	1	1	-10	-7	-3	2
COc1cc(OC)c(OC)cc1/C=C/c1cc(C(=O)O)c2ccccc2n1	0.5	1.1	-1	1	0.6	1	5	-2	-2	1
COc1cc(C(=O)Oc2cccc(Nc3ncnc4ccccc34)c2)cc(OC)c1OC	1	0.9	16	0.8	1	1	18	-6	-5	-2
CCC(C)/C(C)=N/NC(=O)CSc1nc2ccccc2[nH]1 (configuration not stated)	0.9	0.9	3	0.9	1	1	10	-43	-3	0
O=C1CC(c2ccc3c(c2)OCO3)C2=C(CCCC2=O)N1 (configuration not stated)	1	0.9	2	1	1	1	-3	-2	2	-2
O=C(CSc1nnc(-c2ccc(Cl)cc2Cl)n1C1CCCCC1)N1CCCC1	1	1	-3	0.9	1.1	1	13	-15	0	2
COc1cc(/C=C(\C#N)C(=O)c2c(C)[nH]c3ccccc23)cc(OC)c1OC	0.9	0.8	-8	0.8	1.1	1	17	-7	3	-1
COc1cc(-c2nc(CN3CCCN(C(=O)c4ccco4)CC3)c(C)o2)ccc1F	1	1	6	1	1.1	1	4	-5	0	-2
Cc1cc(N2CCCCC2)nc(-c2ccc(Br)cc2)n1	0.9	0.9	2	0.9	1.1	1	10	-4	-8	-1
CCOC(=O)c1c(NC(=O)COC(=O)c2cc(OC)c(OC)cc2[N+](=O)[O-])sc(C)c1C	1	1.1	4	1	1.1	1	0	0	1	-1
N#Cc1cc(Sc2ccccn2)c([N+](=O)[O-])cc1C#N	1.1	1	10	1	1.1	0.6	-2	22	-3	41
O=C(Nc1ccc(C(F)(F)F)cc1)C1CC(=O)N(c2ccc3c(c2)OCCO3)C1 (configuration not stated)	0.9	0.9	-1	0.9	1.1	1	15	-1	0	-3
Cc1ccc(N2C(=O)c3n[nH]c(C)c3C2c2cccnc2)cc1 (configuration not stated)	1	1	3	0.8	1	1.1	16	-6	0	-8
O=c1c2cc3c(cc2[nH]c(=S)n1Cc1ccco1)OCO3	1.1	1	8	1	1.1	1	-4	5	-3	-2

Screening data (PubChem BioAssay)
